HIF-2a inh – inhibitors of HIF-2a. 786-0 RCC cells HIF-2a reporter, luciferase luminescence, overnight. inhibition, % at 18.8 µM. 360,000 tested, 0.72% active. AID 624352;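 active = inhibition of the luminescence signal of 40% or more relative to plate controls, in a single-dose primary screen at 18.75 µM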
TRAIL sens C8 – sensitizes caspase-8 expressing cells to TRAIL | NB7+C8 cells + TRAIL, ATPlite viability luminescence | inhibition (viability loss, TRAIL sensitization), % at 10 µM | 360,000 tested, 1% active | AID 624354;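 active = compounds causing at least 50% loss of cell viability in the single-dose screen, relative to plate controls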
iPSC survival up – enhancers of human iPSC single-cell survival | hiPSC single-cell survival, ATPlite luminescence; 100% = ROCK inhibitor wells, 0% = DMSO | survival enhancement, % at 20 µM | 360,000 tested, 0.044% active | AID 602274; in the data active = survival enhancement above about 18%;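 also: cells exposed to compounds for 16 hours before the ATP read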
LMP1 NFkB inh – Epstein-Barr LMP1 NF-kappaB reporter inhibition. LMP1-induced NF-kappaB luciferase reporter cells, luminescence. inhibition, % at 12.5 µM. 350,000 tested, 0.69% active; in the data active = inhibition above about 41%;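 also: 0% = neutral control wells and 100% = reference inhibitor control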
NR2E3 ag-1 – human photoreceptor-specific nuclear receptor agonism | Q9Y5X4 | 360,000 tested, 0.35% active | inhibition of corepressor binding, % at 3.98 µM | AID 602229 | CHO-S Gal4-NCOR/VP16-NR2E3 two-hybrid, luciferase;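 active = inhibition above the mean of all tested compounds plus 3 SD, cut at about 70% in these data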;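 also: 0% = DMSO with NR2E3 transfected cells and 100% = cells lacking NR2E3 construct; higher means lower luciferase signal from less NR2E3 corepressor binding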
Target sequence (Q9Y5X4 whole entry, looked up, the tested form may be a part): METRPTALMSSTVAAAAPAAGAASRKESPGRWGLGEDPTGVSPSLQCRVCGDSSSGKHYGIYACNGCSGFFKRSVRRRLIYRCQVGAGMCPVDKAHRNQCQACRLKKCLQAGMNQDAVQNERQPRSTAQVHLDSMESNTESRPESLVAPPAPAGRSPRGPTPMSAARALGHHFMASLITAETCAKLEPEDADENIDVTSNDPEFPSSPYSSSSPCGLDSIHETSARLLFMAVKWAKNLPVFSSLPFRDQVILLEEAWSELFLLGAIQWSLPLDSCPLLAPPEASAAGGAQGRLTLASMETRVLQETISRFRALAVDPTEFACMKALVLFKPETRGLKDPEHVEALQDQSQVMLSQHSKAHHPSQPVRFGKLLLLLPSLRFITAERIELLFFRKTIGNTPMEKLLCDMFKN
Shn3 inh set2 – Schnurri-3 reporter inhibition in Clone20 osteoblasts | Clone20 osteoblast Shn3 3'UTR firefly luciferase, 24 h | inhibition, % at 12.5 µM | 360,000 tested, 0.52% active | AID 588674;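 active = mean inhibition of at least 75% with every replicate also reaching 75%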;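 also: 0% = median of neutral control wells and 100% = pilot-screen positive control compound; some compounds past the cut are filed as inactive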
CF NFkB inh – inhibitors of cystic fibrosis induced NF-kB | KKLEB NF-kB-GFP reporter, PAF-induced, GFP fluorescence overnight | inhibition, % at 5 µM | 360,000 tested, 0.86% active | AID 588850;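 active = at least 50% inhibition at 5 µM, scaled per plate between neutral and stimulator controls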;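 also: PAF is a Pseudomonas aeruginosa culture filtrate used as stimulus; plate controls were PAF-stimulated DMSO wells for no effect and unstimulated DMSO wells for full effect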
Peg3 promoter – Peg3 promoter activity inhibition. HeLa PEG-Prom luciferase reporter, luminescence, overnight. 360,000 tested, 1.7% active. inhibition, % at 20 µM;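 active = inhibition of at least 50% at 20 µM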
TRPM1 prom inh – inhibitors of MITF-driven TRPM1 promoter in melanoma cells; SK-MEL-5 TRPM1 promoter luciferase, 24 h; inhibition, % at 12.5 µM; 330,000 tested, 0.83% active;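 active = mean inhibition across replicates of 60% or more, whatever share of single replicates reaches that level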; also: values of inactives mirror those of a sister screen read the other way
NR2E3 ag-2 – NR2E3 (human) agonism; 320,000 tested, 0.12% active; Q9Y5X4; inhibition of corepressor binding, % at 4.78 µM; AID 2300; GST-NR2E3/biotin-RetCOR TR-FRET, 1536-well;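 active = percent inhibition above the cutoff of mean plus 3 SD of all tested compounds, set per screening campaign, cut at about 20% in these data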;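 also: 0% = DMSO wells and 100% = biotin wells as full block of FRET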
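system = GST-tagged NR2E3 plus biotinylated RetCOR corepressor | input = 1.35 nM GST-NR2E3 | also added = 7 nM biotin-RetCOR | schedule = 5 h incubation at 4 °C | measured by = TR-FRET with europium anti-GST and streptavidin-D2, 340 nm excitation | read-out = percent loss of FRET ratio relative to control wells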
KKLEB cytotox – counter-screen for CF NF-kB inhibitors: cytotoxicity; AID 602141; KKLEB CF airway cells viability, ATPlite luminescence, overnight; hits give low values; cells stimulated with P. aeruginosa culture filtrate; 360,000 tested, 0.36% active; activity change (cytotoxicity), % at 5 µM;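 active = corrected activity change at or below -50% at 5 µM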
* = called active by the depositor; / = not tested or not shown. This is a subset; rates above refer to the full screens.

Every second line gives: HIF-2a inh	TRAIL sens C8	iPSC survival up	LMP1 NFkB inh	NR2E3 ag-1	Shn3 inh set2	CF NFkB inh	Peg3 promoter	TRPM1 prom inh	NR2E3 ag-2	KKLEB cytotox
- COC(=O)C1C(=O)c2c([nH]c(C(=O)OC3CCCC3C)c2C)CC1C (stereo unspecified)
→ -280	29	-1.6	-50	-116	-50	-20	-370	-95	5	-2
- COc1ccc(N2C(=O)NC(NS(=O)(=O)c3ccc(Cl)cc3)(C(F)(F)F)C2=O)cc1 (stereo unspecified)
→ 5	-6	-0.5	-7	-15	3	-15	11	7	2	1
- COc1ccc(/C=C/c2onc(C)c2S(=O)(=O)N2CCC(C(=O)N3CCCCCC3)CC2)cc1
→ -1	18	-0.5	6	-10	31	-13	4	12	-3	9
- COc1ccc(S(=O)(=O)N2CCCC(C(=O)Nc3ccc(NC(=O)c4ccccn4)cc3)C2)cc1 (stereo unspecified)
→ -112	30	-3.9	-8	-5	-30	0	-47	-40	4	23
- Cc1nn(-c2ccccc2)c2sc(C(=O)c3c(N)n(C)c(=O)n(C)c3=O)cc12
→ -1	5	3.5	11	-20	6	1	-11	-8	-177	-5
- CN(C)CC1CC/C(=C\c2ccc(O)cc2)C1=O (stereo unspecified)
→ 88*	21	-3.1	-36	3	90*	47	98*	/	/	0
- CN(c1ccc(C(=O)NCCSCc2ccccc2)cc1)S(=O)(=O)c1ccccc1
→ 14	-3	-0.5	0	5	9	-12	15	-4	-4	-16
- CC(=O)C[C@H](O)CC(=O)[C@H]1OC(=O)CCCCCCCCc2ccccc21
→ 15	-8	-3.5	-1	-46	-11	4	-10	-21	/	-1
- Cc1ccc(C)c(-n2ccnc2SCC(=O)O)c1
→ 24	0	2.2	5	-12	7	-15	12	-10	0	6
- COc1ccc(C(=O)Nc2ccnn2C2CCN(C(=O)C3CCOC3)CC2)cc1 (stereo unspecified)
→ -105	0	-0.3	0	-51	-9	-15	-86	-11	0	12
- Cc1ccc(C(=O)COc2ccccc2C(=O)Nc2ccccc2)cc1
→ 2	2	0.0	3	16	5	35	17	-21	4	-42
- C#CCOCCOCCOCCNc1nc(N2CCN(C(=O)[C@H]([C@@H](C)CC)n3cc(CCCCN)nn3)CC2)nc(N2CCN(C(=O)[C@H](C)n3cc(CCC(=O)O)nn3)CC2)n1
→ 4	17	2.3	2	-1	1	-1	-7	5	-3	7
- COc1ccccc1CCCNC(=O)C1CCC(=O)N(CCc2cccc(F)c2)C1 (stereo unspecified)
→ -11	9	-0.3	4	13	-7	3	-1	-2	0	-9
- Cc1cc(OCc2nc(-c3cccnc3)no2)c(C)cc1Br
→ -55	1	1.3	-8	-21	-1	24	-51	-23	1	-22
- CCCCn1c(N)c(N(CCOC)C(=O)C2CCN(C(=O)c3ccc(F)cc3)CC2)c(=O)[nH]c1=O
→ -1	-8	2.0	5	-5	-8	0	4	-12	0	-6
- CCCC[C@@H](CNC)NC[C@H](NCCCCC1CCCCC1)C(C)C
→ -2	9	-3.9	-7	21	-2	23	104*	78*	5	-11
- COc1ccccc1C(=O)NC(=O)CSc1nncn1C(C)C
→ 3	-21	-0.3	0	18	-9	2	-8	6	-3	23
- CCc1c(C(C)=O)oc2ccc3c(C)cc(=O)oc3c12
→ -1	7	-0.6	4	-5	-4	-72	-16	-21	-1	10
- CC(C)(C)c1ccc(OCC(O)CN2CCOCC2)cc1 (stereo unspecified)
→ -10	5	-0.4	-1	-6	-20	4	-3	-6	-1	0
- N#CC(C(O)c1ccccc1)N1CCOCC1 (stereo unspecified)
→ 9	-18	0.5	8	17	3	13	4	/	/	7
- CCOc1ccc(NS(=O)(=O)c2ccc(C(=O)N3CCCC3)cc2)cc1
→ 7	-19	0.2	-3	17	18	-5	10	12	1	5
- COc1ccc(OC)c(NC2c3ccccc3C(=O)N2Cc2ccc3c(c2)OCO3)c1 (stereo unspecified)
→ 13	1	-0.1	1	-19	19	1	0	/	-1	-5
- Cc1ccc(Cl)cc1N1C(=O)CC(C)(C)CC1=O
→ -4	4	-0.1	5	-3	-3	-6	4	7	2	-15
- Oc1nc(Nc2ccc(F)cc2)sc1/C=C1\C=Nc2ccccc21
→ -157	-23	0.1	-2	-4	-11	13	-90	-26	3	0
- CC(NC(=O)c1cccc(Cl)c1)C1CC2CCC1C2 (stereo unspecified)
→ 3	-1	-0.3	-3	-5	5	-7	5	10	4	0
- COc1ccc(CCNC(=O)Cn2nnc(C(=O)Nc3cc(C)ccc3C)c2N)cc1OC
→ 11	-2	-0.4	6	-19	19	-1	2	5	2	-7
- CC1(C)CC(=O)C(N=Nc2ccc3ncsc3c2)=C(O)C1
→ -102	7	-2.3	-6	-46	-49	-7	-112	-2	-1	14
- COc1ccccc1N1CCN(c2nc(C)cc(C)c2C#N)CC1
→ -5	5	-0.7	-8	-27	1	0	16	5	-1	-7
- CC1CCCN(Cc2c(O)ccc3c(=O)c(-c4ccc(Cl)cc4)coc23)C1 (stereo unspecified)
→ -8	-14	-0.7	-1	-9	-1	11	-9	-7	/	-6
- CC1CN(c2ncc(/C=N/NC(=O)c3ccccc3O)s2)CC(C)O1 (stereo unspecified)
→ 4	-4	2.4	-4	-42	-16	4	7	-4	-1	8
- O=C(COc1ccccc1Cl)NC(=S)Nc1ccccc1N1CCCC1
→ -3	13	-0.7	12	-15	16	-24	-9	16	2	4
- CC(=O)N(Cc1cc(=O)[nH]c2ccccc12)c1ccccc1
→ 16	-2	0.4	7	-21	-3	1	-4	6	2	2
- O=C(Nc1ncccc1O)C1CCN(S(=O)(=O)c2ccc3ccccc3c2)CC1
→ 8	15	0.0	-3	-13	2	-29	3	7	3	7
- CCCNc1nc(C)nc2c1cnn2CCc1ccccc1
→ -173	-11	-2.4	-15	-91	-35	-2	-53	-60	3	2
- CCOc1ccc(NC(=O)CN(c2ccc(OC)cc2)S(C)(=O)=O)cc1
→ -181	-19	-1.8	-23	-67	-30	18	-233	-52	-5	0
- CCC(C)n1c(=N)c(C#N)cc2c(=O)n3cc(C)ccc3nc21 (stereo unspecified)
→ 14	4	1.6	1	-14	-18	-11	-3	11	-2	11
- COc1ccc(Cl)cc1NC(=O)c1cccc(N2C(=O)C3CC=CCC3C2=O)c1 (stereo unspecified)
→ -6	-5	-0.3	5	8	5	-1	2	5	-1	-4
- CCCc1nc2ccccc2c(=O)n1/N=C/c1ccc(O)cc1
→ 9	3	3.9	1	-15	3	9	20	14	1	4
- CCc1noc(C)c1C(=O)N1CCN(S(=O)(=O)c2ccc(C(C)C)cc2)CC1
→ 7	-6	-0.4	-15	0	-5	-26	17	2	0	20
- COc1ccccc1CC(=O)Nc1ccc(OC)c(OC)c1
→ 9	-10	-0.7	-6	-5	-1	15	15	4	4	-7
- O=C(Nc1ccccc1C(=O)O)c1cccc(C(=O)Nc2ccccc2C(=O)O)c1
→ 16	-24	-0.1	-4	-11	2	-2	17	-2	4	2
- CCOC(=O)c1cc(C)n(-c2ccc(Cl)cc2)c1C
→ -48	-1	0.4	-1	-26	-22	13	-38	6	-5	-8
- CCOC(=O)/C(=C\c1ccc(OC)c(OC)c1)C(=O)c1cccnc1
→ 18	0	-0.3	3	-18	-3	5	13	2	1	5

Part of the list above in order of formula weight, lowest first.
Every second line gives: HIF-2a inh	TRAIL sens C8	iPSC survival up	LMP1 NFkB inh	NR2E3 ag-1	Shn3 inh set2	CF NFkB inh	Peg3 promoter	TRPM1 prom inh	NR2E3 ag-2	KKLEB cytotox
- CCOC(=O)c1cc(C)n(-c2ccc(Cl)cc2)c1C
→ -48	-1	0.4	-1	-26	-22	13	-38	6	-5	-8
- CC(=O)N(Cc1cc(=O)[nH]c2ccccc12)c1ccccc1
→ 16	-2	0.4	7	-21	-3	1	-4	6	2	2
- CCCNc1nc(C)nc2c1cnn2CCc1ccccc1
→ -173	-11	-2.4	-15	-91	-35	-2	-53	-60	3	2
- COc1ccccc1CC(=O)Nc1ccc(OC)c(OC)c1
→ 9	-10	-0.7	-6	-5	-1	15	15	4	4	-7
- CCC(C)n1c(=N)c(C#N)cc2c(=O)n3cc(C)ccc3nc21 (stereo unspecified)
→ 14	4	1.6	1	-14	-18	-11	-3	11	-2	11
- CCOC(=O)/C(=C\c1ccc(OC)c(OC)c1)C(=O)c1cccnc1
→ 18	0	-0.3	3	-18	-3	5	13	2	1	5
- CCOc1ccc(NC(=O)CN(c2ccc(OC)cc2)S(C)(=O)=O)cc1
→ -181	-19	-1.8	-23	-67	-30	18	-233	-52	-5	0
- O=C(Nc1ccccc1C(=O)O)c1cccc(C(=O)Nc2ccccc2C(=O)O)c1
→ 16	-24	-0.1	-4	-11	2	-2	17	-2	4	2
- CCc1noc(C)c1C(=O)N1CCN(S(=O)(=O)c2ccc(C(C)C)cc2)CC1
→ 7	-6	-0.4	-15	0	-5	-26	17	2	0	20
- O=C(Nc1ncccc1O)C1CCN(S(=O)(=O)c2ccc3ccccc3c2)CC1
→ 8	15	0.0	-3	-13	2	-29	3	7	3	7
